Coupling enz = inhibits coupling enzyme system, counter-screen for aldolase hits; AID 2472; activity change, negative = inhibition, % at 58.2 µM, hits read low; 0.67% of 290,000 active; coupling enzyme system counterscreen, AmpLite Red fluorescence; in the data active = activity change below about -30%; note: % is set by controls: 0 for no effect and ±100 for the full control effect
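Final compound at 57.5 uM, incubated 10 min at RT with coupling enzyme reagent (glyceraldehyde-3-phosphate), then 20 min with substrate and AmpLite Red detection. Fluorescence read at 525/598 nm; tests interference with the coupling assay, not aldolase inhibition.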
GALK inh = inhibitors of human galactokinase; Potency, µM (top dose mostly 57.5 µM), for the others: at the top dose activity change, negative = inhibition, hits mostly inhibitors; AID 1868; Purified GALK, Kinase-Glo residual ATP luminescence; 0.007% of 270,000 active; note: potency is the fitted concentration of half-maximal effect; % is set by controls: 0 for no effect and ±100 for the full control effect
Target sequence (P51570 whole entry, looked up): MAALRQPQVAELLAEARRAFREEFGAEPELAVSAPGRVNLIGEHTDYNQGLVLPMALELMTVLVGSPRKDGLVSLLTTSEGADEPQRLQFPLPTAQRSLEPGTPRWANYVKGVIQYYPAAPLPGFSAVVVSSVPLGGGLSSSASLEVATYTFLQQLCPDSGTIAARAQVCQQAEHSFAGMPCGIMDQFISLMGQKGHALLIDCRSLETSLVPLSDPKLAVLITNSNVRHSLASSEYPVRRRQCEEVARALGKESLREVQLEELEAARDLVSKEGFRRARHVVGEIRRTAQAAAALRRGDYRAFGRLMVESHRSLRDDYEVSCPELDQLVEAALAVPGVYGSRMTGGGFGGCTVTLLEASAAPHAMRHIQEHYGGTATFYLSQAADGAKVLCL
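Compounds were pin-transferred into ATP buffer (35 uM final), then GALK plus galactose (5 nM, 100 uM final) was added. After 1 h at room temperature, Kinase-Glo Plus was added and luminescence read after 10 min.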
hERG WT inh = KCNH2 (human, wildtype) channel inhibition; Q12809; U2OS, BacMam KCNH2, thallium flux FluxOr; active compounds read low; activity change, % at 1.84 µM; 0.37% of 340,000 active; AID 720551;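 active = maximum activity change below -70%; inconclusive = maximum activity change between -70% and -50%; inactive = maximum activity change above -50%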; note: % is set by controls: 0 for no effect and ±100 for the full control effect
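U2OS cells transduced with wild-type KCNH2 virus are loaded with FluxOr dye for 45 min, and thallium flux is measured in kinetic reads before and after stimulation buffer. Rate constants are normalized to DMSO controls.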
TSHR antag = human thyrotropin receptor antagonism; 0.2% of 330,000 active; TSHR-expressing cells, TSH-stimulated cAMP HTRF, 2 h; active compounds read low; activity change, negative = inhibition, % at 11.5 µM; AID 504810; P16473;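 active = activity change below a set negative limit, meaning inhibition stronger than a set level, cut at about -70% in these data; inconclusive = activity change between two set negative limits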; note: % is set by controls: 0 for no effect and ±100 for the full control effect
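Freshly harvested TSHR cells receive pin-tooled compound, then EC80 TSH at 4nM final. After 2 hours at 37 deg C, antibody in lysis buffer and cAMP-d2 are added; 30 minutes at ambient temperature precede the HTRF read.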
Chronic BCR inh = blocks chronic active B-cell receptor signaling; ABC-DLBCL IkBa-CBG/CBR reporter, luminescence ratio, 4 h; Potency, µM (top dose mostly 46.1 µM), without a hit: at the highest dose ratio change, negative = lower green/red ratio, usual class: inhibitors; 0.05% of 340,000 active; AID 493014; active = well fitted inhibition curve with a large enough effect in the signal ratio, with a control signal flat, not every such curve was filed as active; inconclusive = small, poorly fitted or top-dose-only effect, or effect the other way, or a change in a side signal; the % refers to the signal ratio;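 note: potency is the fitted concentration of half-maximal effect; plate controls were basal doxycycline-induced cells for no effect and cells given 10 µM MG132 for full effect; MG132 reads +100%, hits lower the ratio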
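Doxycycline induced both beetle luciferases in TMD8 lymphoma cells; IKK-driven degradation limits the IkappaBalpha-fused green signal, while red luminescence normalises for cell number and nonspecific effects. Compounds tested up to 46 uM, 4 hrs.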
TCR act = activates T cell receptor signaling. Potency, µM (series often up to 9.22 µM), without a hit: at the top dose activation of IL-2 secretion, usual class: activators. 330,000 tested, under 10 active. primary human leukocytes, anti-CD3, IL-2 HTRF, 48 h. AID 504894; note: % of control where 0% means no effect
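IL-2 release read by HTRF sandwich (Eu cryptate donor, d2 acceptor, 665 nm emission) after 48 hr exposure of primary human leukocytes to compound together with anti-CD3 beads in the absence of co-stimulatory signals.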
AT treatment = potential ataxia-telangiectasia treatment | Potency, µM (top dose mostly 57.5 µM), for the others: top-dose activation, hits mostly activators | 0.19% of 320,000 active | […] A-T fibroblasts, KAP-1 phosphorylation AlphaLISA; neocarzinostatin DNA damage 30 min before lysis | AID 485349; note: potency is the fitted concentration of half-maximal effect; % of control where 0% means no effect; nearly all actives have a fitted effect of over 45% in size
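hTERT-immortalized A-T patient fibroblasts ([…]), 500 cells/well in OPTI-MEM, 1% FBS, got compounds for 60 min, then NCS for 30 min at 37C. Lysates were then assayed for phospho-KAP-1 by AlphaLISA (anti-pKAP1 donor, anti-KAP1 acceptor beads), 6 hr at 25C.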
Tb PFK inh = inhibitors of T. brucei phosphofructokinase. O15648. 0.17% of 330,000 active. Potency, µM (doses to about 57.5 µM), for the others: top-dose activity, negative = inhibition, most hits filed as inhibitors. AID 485367. T. brucei PFK, ADP-Glo luminescence;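 note: potency is the fitted concentration of half-maximal effect; 0% = uninhibited 1x PFK enzyme wells and -100% = no-enzyme wells; nearly all actives have a fitted effect of over 60% in size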
Target sequence (O15648 whole entry, looked up): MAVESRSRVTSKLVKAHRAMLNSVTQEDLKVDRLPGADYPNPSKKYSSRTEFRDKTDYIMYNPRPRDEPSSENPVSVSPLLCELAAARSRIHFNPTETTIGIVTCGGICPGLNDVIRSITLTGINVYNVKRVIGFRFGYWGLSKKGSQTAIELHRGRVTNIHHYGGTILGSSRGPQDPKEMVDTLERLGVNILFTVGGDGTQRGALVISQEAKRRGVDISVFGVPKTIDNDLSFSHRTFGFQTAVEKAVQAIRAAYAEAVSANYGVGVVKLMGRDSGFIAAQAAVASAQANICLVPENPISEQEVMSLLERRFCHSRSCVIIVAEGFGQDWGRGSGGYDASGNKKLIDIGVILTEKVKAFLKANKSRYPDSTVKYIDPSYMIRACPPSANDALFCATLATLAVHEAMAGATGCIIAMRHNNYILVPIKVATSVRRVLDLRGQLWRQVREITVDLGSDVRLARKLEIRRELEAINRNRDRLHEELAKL
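1.25 nM PFK with 0.5 mM F6P and 0.1 mM ATP in 0.1 M TEA pH 8.0, 5 mM MgCl2, incubated 45 min at room temperature; ADP measured by ADP-Glo luminescence; compounds titrated up to 57 uM.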
CXXC DNA block = inhibitors of human MLL CXXC domain-DNA interaction | MLL-CXXC / FITC-HOXA9 DNA fluorescence polarization | Potency, µM (doses to about 115 µM), for inactives: at the highest dose activity change, negative = inhibition, actives largely listed as inhibitors | 0.037% of 290,000 active | AID 2662; active = well fitted inhibition curve with a large enough effect in the polarisation, with a control signal flat, not every such curve was filed as active; inconclusive = small, poorly fitted or top-dose-only effect, or effect the other way, or a change in a side signal; inactive = no such curve, though single readings can be large or run the other way; the % refers to the polarisation; note: potency is the fitted concentration of half-maximal effect
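Steps: dispense CXXC domain solution (7 uM) → pin compounds or unlabeled HOX-A9 DNA control → 5 min ambient → add FLSN-HOX-A9 solution (50 nM) → spin → 30 min ambient → fluorescence polarization. Tris pH 7.5/NaCl/DTT/BSA buffer.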
Giardia killer = kills Giardia lamblia; Giardia lamblia trophozoite viability; activity change, % at 7.66 µM, hits read low; 0.15% of 340,000 active; AID 540267; in the data active = activity change below about -80%; inconclusive = between about -30% and that limit;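 note: parasites exposed to compound for two days anaerobically before the ATP read; % is set by controls: 0 for no effect and ±100 for the full control effect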
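Luminescence from cellular ATP indicates surviving trophozoites (100 cells/well) following 48 hrs anaerobic compound treatment at 37 deg C; signal develops 15-30 min at room temperature.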
Active calls of the source: *; ? = inconclusive; · = no result given; [ ] = another dose, or the depositor's remark. Unless noted, calls come from the whole dose curve; as a rule, active = well fitted curve in the direction sought with a large enough effect; inconclusive = small, poorly fitted or top-dose-only effect, or another doubt; inactive = no such curve, though single readings can be large; an effect the other way counts as inactive or inconclusive.

1	CCOc1cc(N2CCOCC2)c(OCC)cc1NC(=O)C1CCCC1
2	CCOC(=O)C1(CCCc2ccccc2)CCN(CCCn2cccn2)CC1
3	Cc1ccccc1C(=O)NNC(=S)NC(=O)c1ccccc1
4	O=C(NCCCN1CCCC1=O)c1cccnc1
5	Cc1cccc(C)c1OCC(=O)Nc1ccccc1C(F)(F)F
6	Cc1ccc(-n2c(-c3cnccn3)n[nH]c2=S)c(Br)c1

assay / compound,1,2,3,4,5,6
Coupling enz,-2,-2,4,4,-1,2
GALK inh,-1%,2%,2%,1%,0%,-1%
hERG WT inh,-2,-131*,-10,16,2,1
TSHR antag,2,29,6,5,-6,-2
Chronic BCR inh,2%,-2%,?,2%,0%,1%
TCR act,3%,6%,-1%[46.1 µM],-5%,3%,6%
AT treatment,-5%,-7%,-3%,-2%,4%,0%
Tb PFK inh,1%,-5%,0%,0%,0%,-2%
CXXC DNA block,3%,0%,12%,-8%,19%,-25%
Giardia killer,-21,6,?,-4,13,13

In the list so far, 3 contain nitrogen in an aromatic ring:
2	CCOC(=O)C1(CCCc2ccccc2)CCN(CCCn2cccn2)CC1
4	O=C(NCCCN1CCCC1=O)c1cccnc1
6	Cc1ccc(-n2c(-c3cnccn3)n[nH]c2=S)c(Br)c1

assay / compound,2,4,6
Coupling enz,-2,4,2
GALK inh,2%,1%,-1%
hERG WT inh,-131*,16,1
TSHR antag,29,5,-2
Chronic BCR inh,-2%,2%,1%
TCR act,6%,-5%,6%
AT treatment,-7%,-2%,0%
Tb PFK inh,-5%,0%,-2%
CXXC DNA block,0%,-8%,-25%
Giardia killer,6,-4,13

The listing continues:
7	CCOC(=O)c1sc(/N=C/N(C)C)nc1C
8	COc1ccccc1NC(=O)N(CCN1CCOCC1)Cc1cc2cc(C)cc(C)c2[nH]c1=O
9	CC(NS(=O)(=O)c1ccc2c(c1)C(C)(C)C(=O)N2C)c1ccccc1 (configuration not stated)
10	O=C(CN1CCCc2ccccc21)N/N=C/c1ccc(O)cc1O
11	COc1ccc(OC)c(C(=O)COC(=O)c2cccnc2SC)c1
12	COc1ccc(C2CC(c3ccccc3OC(C)=O)=NN2C(C)=O)cc1 (configuration not stated)

assay / compound,7,8,9,10,11,12
Coupling enz,2,-4,1,-1,·,3
GALK inh,1%,-3%,·,0%,·,0%
hERG WT inh,15,6,9,6,-9,-19
TSHR antag,-10,0,-7,0,-12,4
Chronic BCR inh,-3%,?,1%,?,-25%,6%
TCR act,1%[46.1 µM],5%,7%,1%[46.1 µM],-6%,1%
AT treatment,0%,4%,20%,-8%,17%,-2%
Tb PFK inh,-1%,-4%,2%,-3%,-1%,-5%
CXXC DNA block,-6%,-1%,·,?,·,-8%
Giardia killer,-8,18,0,-4,23,-25

13	CCN(C(=O)c1ccc(N2CC3CC(C2)c2cccc(=O)n2C3)c(NC(=O)c2ccncc2)c1)c1cccc(C)c1 (configuration not stated)
14	COc1ccc(CCC(=O)NC(C)C)cc1
15	C/C(=N/NC(=O)C1CCCCC1)c1ccc([N+](=O)[O-])cc1
16	Cc1cccc(S(=O)(=O)c2c(N)n(/N=C/c3ccccc3)c3nc4ccccc4nc23)c1
17	Cc1cccn2c(CNC3CCCc4ccccc43)c(C(=O)N3CCCCC3)nc12 (configuration not stated)
18	COc1ccc(NC(=O)Cn2c3ccccc3c3nc4n(c(=O)c32)CCS4)cc1OC

assay / compound,13,14,15,16,17,18
Coupling enz,·,-2,5,0,0,·
GALK inh,-2%,0%,2%,0%,2%,7%
hERG WT inh,17,11,-3,-6,-3,-24
TSHR antag,-9,4,13,8,3,3
Chronic BCR inh,-1%,3%,0%,27%,0%,-15%
TCR act,1%,4%[46.1 µM],-2%[46.1 µM],6%,-1%,-3%
AT treatment,9%,5%,-41%[inhibitor],-1%,2%,-1%
Tb PFK inh,0%,-5%,-1%,4%,-2%,1%
CXXC DNA block,0%,10%,1%,37%[activator],1%,-3%
Giardia killer,-4,4,-25,-10,-8,-24

Three entries already listed, sorted by formula weight, low to high:
14	COc1ccc(CCC(=O)NC(C)C)cc1
3	Cc1ccccc1C(=O)NNC(=S)NC(=O)c1ccccc1
2	CCOC(=O)C1(CCCc2ccccc2)CCN(CCCn2cccn2)CC1

assay / compound,14,3,2
Coupling enz,-2,4,-2
GALK inh,0%,2%,2%
hERG WT inh,11,-10,-131*
TSHR antag,4,6,29
Chronic BCR inh,3%,?,-2%
TCR act,4%[46.1 µM],-1%[46.1 µM],6%
AT treatment,5%,-3%,-7%
Tb PFK inh,-5%,0%,-5%
CXXC DNA block,10%,12%,0%
Giardia killer,4,?,6

Additional compounds.
19	COC(=O)c1ccc(CN2CCN(CC=C(C)C)C(CCO)C2)cc1 (configuration not stated)
20	O=C(CCc1ccccc1)Nc1ncn[nH]1
21	Nc1ccc(C(=O)Nc2ccc(Nc3ccncc3)cc2)cc1
22	COc1cc(OC)cc(C(=O)NCC2CCCN(Cc3cccc(C(C)=O)c3)C2)c1 (configuration not stated)
23	O=C(CSc1ncnc2c1cnn2-c1ccc(F)cc1)NCC1CCCO1 (configuration not stated)
24	O=C(NCc1ccccc1CN1CCCC1)c1ccc(OCc2cscn2)cc1

assay / compound,19,20,21,22,23,24
Coupling enz,12,3,0,0,·,·
GALK inh,3%,1%,-6%,0%,-5%,·
hERG WT inh,-11,-4,2,14,-3,-1
TSHR antag,-19,-1,-24,2,-4,21
Chronic BCR inh,?,-2%,?,-3%,10%,?
TCR act,-4%,-4%,1%,-1%,2%,13%
AT treatment,9%,6%,14%,8%,-5%,4%
Tb PFK inh,5%,-1%,3%,0%,3%,3%
CXXC DNA block,-18%,-2%,-3%,-2%,-2%,·
Giardia killer,8,-11,-15,-5,-15,0

25	Nc1nc(NCc2ccco2)nc(N2CCN(Cc3ccccc3)CC2)c1[N+](=O)[O-]
26	COc1ccc(Cl)c2sc(N(CCN(C)C)C(=O)CCS(=O)(=O)c3ccc(C)cc3)nc12
27	O=C(NCCc1ccncc1)Nc1ccc(Cl)cc1
28	COc1ccccc1C(=O)Nc1nnc(S(=O)(=O)N2CCC(C)CC2)s1
29	CS(=O)(=O)Nc1ccc(C(=O)Nc2ccc3c(c2)OCO3)cc1
30	CCOC(=O)c1c(NC(=O)C2=C(C)NC(=S)NC2c2ccccc2C(F)(F)F)sc(C)c1C (configuration not stated)

assay / compound,25,26,27,28,29,30
Coupling enz,0,·,0,-5,0,-1
GALK inh,-1%,·,2%,7%,10%,-3%
hERG WT inh,7,3,-8,-7,-4,6
TSHR antag,-1,-4,-5,-11,-3,25
Chronic BCR inh,-9%,-2%,5%,21%,?,?
TCR act,-3%,-1%,4%,-5%,1%,-1%[46.1 µM]
AT treatment,-4%,7%,-1%,-2%,0%,·
Tb PFK inh,7%,-12%,-1%,0%,-3%,-1%
CXXC DNA block,22%,·,-1%,?,-6%,12%
Giardia killer,41[activator],?,11,10,-4,5

31	Cc1c([N+](=O)[O-])cc(C(=O)Oc2ccc(Br)cc2C(=S)N2CCCCC2)cc1[N+](=O)[O-]
32	CN1CCN(S(=O)(=O)c2cccs2)CC1
33	CN(C(=O)COC(=O)CN1C(=O)c2ccccc2C1=O)c1c(N)n(Cc2ccccc2)c(=O)[nH]c1=O
34	Cc1ccc(C)c(N(CC(=O)NC2CCCC2)C(=O)CCC(=O)Nc2cc(C)on2)c1
35	COc1ccc(/C=C/C(=O)OCc2cc(=O)n3c(n2)sc2ccccc23)cc1

assay / compound,31,32,33,34,35
Coupling enz,-2,-1,·,-2,0
GALK inh,-3%,-1%,·,-2%,0%
hERG WT inh,-5,2,1,-6,-1
TSHR antag,2,-8,3,-5,-7
Chronic BCR inh,5%,-1%,6%,5%,-6%
TCR act,2%,1%,8%,-16%,-7%[46.1 µM]
AT treatment,2%,-1%,-9%,12%,-3%
Tb PFK inh,1%,6%,3%,2%,8%
CXXC DNA block,-4%,-3%,·,2%,-7%
Giardia killer,15,4,-20,-15,-3

Source: PubChem BioAssay
